Abeta rescue: compounds reversing amyloid beta toxicity in yeast. AID 1347071. actives 0.063% (n = 410,000). Potency, µM (series often up to 46.1 µM), without a hit: at the highest dose growth rescue, hits mostly activators. yeast expressing A-beta42, growth rescue, OD600, 48 h; response scale: 0% DMSO, 100% iron-clioquinol control; also: potency is read from the fitted curve at half-maximal effect; nearly all actives have a fitted effect of over 55% in size
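Yeast A-beta toxicity model in growth medium with pinned compounds, 48 h at 30 C; growth read as absorbance at 600 nm. Normalized to FeCl3/clioquinol equimolar mix (positive) and DMSO (negative).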
FUS suppressor: FUS proteinopathy suppression in yeast | Potency, µM (top dose mostly 76.6 µM), inactives show at the top dose growth rescue (activation), actives largely listed as activators | S. cerevisiae FUS-expressing, growth rescue, OD600, 24 h | actives 0.24% (n = 390,000) | AID 1347120;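 also: potency is read from the fitted curve at half-maximal effect; plate controls were DMSO vehicle for no effect and reference control for full effect; nearly all actives have a fitted effect of over 55% in size; some results filed as inactive show a strong effect at the top dose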
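FUS-expressing yeast, raffinose-pregrown, induced in 2% galactose minimal medium at OD 0.005; compounds in a dilution series, 24hr at 30C. Growth restoration read as absorbance at 600 nm. CP55940 positive control, DMSO negative.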
aSyn yeast inh: rescues yeast growth from alpha-synuclein toxicity; AID 652106; actives 0.14% (n = 370,000); Potency, µM (series often up to 46.1 µM), inactives show top-dose growth rescue (activation), hits mostly activators; Yeast expressing alpha-synuclein, growth rescue, BacTiter-Glo, 24 h; also: potency is read from the fitted curve at half-maximal effect; % of control where 0% means no effect; nearly all actives have a fitted effect of over 65% in size
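Rescue of yeast growth: cells expressing toxic alpha-synuclein, induced in galactose at OD600 0.02, incubated with compound 24 h at 30 C. ATP luminescence quantified growth; inhibitors of toxicity appear as activators.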
DRD3 agonist: activates the human D3 dopamine receptor | actives 0.58% (n = 410,000) | AID 652048 | max activation, % | P35462 | D3R DiscoveRx beta-arrestin cells, luminescence, 90 min; in the data active = max activation above about 30%; also: 0% is about no effect; mostly tested at two doses, the higher about 12 µM
Target sequence (P35462 whole entry, looked up): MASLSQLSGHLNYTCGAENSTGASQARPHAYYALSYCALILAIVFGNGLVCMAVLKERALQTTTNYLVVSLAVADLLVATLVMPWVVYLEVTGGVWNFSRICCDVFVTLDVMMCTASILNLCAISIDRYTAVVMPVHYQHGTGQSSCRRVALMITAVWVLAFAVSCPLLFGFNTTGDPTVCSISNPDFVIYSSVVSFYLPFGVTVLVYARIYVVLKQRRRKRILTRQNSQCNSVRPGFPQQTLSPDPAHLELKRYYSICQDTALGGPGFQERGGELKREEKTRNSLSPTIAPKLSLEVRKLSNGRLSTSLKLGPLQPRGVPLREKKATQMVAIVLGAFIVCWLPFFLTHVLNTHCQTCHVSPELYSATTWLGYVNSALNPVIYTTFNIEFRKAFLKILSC
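Cells at 1500/well, incubated overnight, then treated with pinned compounds (dopamine as control) for 90 min at 37 degrees C. DiscoveRx reagent added for 30 - 60 minutes at room temperature; luminescence read.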
D3 antag: antagonists of human D3 dopamine receptor | D3R cells, DiscoveRx beta-arrestin luminescence, antagonist mode; stronger effect = lower value | AID 652054 | max response, negative = inhibition, % | actives 2.5% (n = 360,000); in the data active = max response below about -50%; inconclusive = no clear call, values can overlap the other calls; also: % is scaled to controls: 0 for no effect and ±100 for the full control effect; mostly tested at two doses, the higher about 12 µM
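Cells plated overnight at 1500 cells/well, then exposed to library compounds with dopamine controls for 90 minutes at 37 degrees C. DiscoveRx reagent added for 30–60 minutes at room temperature; luminescence read, quantitative HTS format.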
EPAC2 antagonist: antagonists of human EPAC2. Potency, µM (series often up to 114 µM), for inactives: at the top dose activity, negative = inhibition, most hits filed as inhibitors. Q8WZA2. EPAC2 GEF exchange of Rap1B-BODIPY-GDP, fluorescence. actives 0.18% (n = 360,000); also: potency is read from the fitted curve at half-maximal effect; % is scaled to controls: 0 for no effect and ±100 for the full control effect; nearly all actives have a fitted effect of over 45% in size; many of its hits are not listed in these tables
TDP43 rescue: TDP-43 toxicity inhibition in yeast. TDP-43 expressing yeast growth rescue, BacTiter-Glo, 24 h. Potency, µM (top dose mostly 46.1 µM), without a hit: at the highest dose growth rescue (activation), most hits filed as activators. actives 1.8% (n = 410,000); also: potency is read from the fitted curve at half-maximal effect; % of control where 0% means no effect; nearly all actives have a fitted effect of over 50% in size
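Galactose-induced TDP-43 yeast, OD600=0.02, compound pinned; 24 hr, 30 deg C; BacTiter-Glo luminescence for growth. Inhibitors of TDP-43 toxicity read as activators.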
EPAC2 agonist: EPAC2 (human) agonism | Q8WZA2 | EPAC2 activation, biochemical qHTS; response scale: 100% = 6.5 mM cAMP response | Potency, µM (series often up to 154 µM), inactives show top-dose activation, most hits filed as activators | actives 0.079% (n = 360,000) | AID 720711; also: potency is read from the fitted curve at half-maximal effect; nearly all actives have a fitted effect of over 50% in size
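Compounds were added across a concentration range to EPAC2 (100 nM), RAP1B-BODIPY-GDP (250 nM) and GDP (50 uM). After 5 min at room temperature, fluorescence was recorded at 5-min intervals for 30 min.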
* = called active by the depositor; ? = inconclusive; · = not tested or not shown; & = joins results of further samples; [ ] = dose if it differs, or a comment. Unless noted, calls follow the shape of the dose curve; as a rule, active = well fitted curve in the direction sought with a large enough effect; inconclusive = small, poorly fitted or top-dose-only effect, or another doubt; inactive = no such curve, though single readings can be large; an effect the other way counts as inactive or inconclusive. An excerpt; rates above refer to the full screens.

SMILES	Abeta rescue	FUS suppressor	aSyn yeast inh	DRD3 agonist	D3 antag	EPAC2 antagonist	TDP43 rescue	EPAC2 agonist
CCn1c(-c2ccccc2Cl)nn(CC(=O)Nc2ccc(OC)cc2)c1=S	-8%	12%	11%	-6	0	-2%	-14%	3%
COc1ccc(-c2c/c(=N\c3nc(-c4ccccc4)c(C)s3)c3ccccc3o2)cc1O	9%	?	16%	-10	?	-68%	23%	-1%[15.6 µM]
O=C(OCC(=O)N1CCN(C(=O)c2ccco2)CC1)c1cc(-c2ccco2)nc2ccccc12	9%	?	1%	20	14	-5%	-13%	3%
CC1CC(NNC(=O)c2ccccc2)=Nc2ccccc2N1C (stereo not given)	3%	·	7%	1	7	-1%	10%	-2%
COc1ccccc1NS(=O)(=O)c1ccc(C(=O)NCC(c2ccccc2OC)N2CCCC2)cc1 (stereo not given)	-9%	3%	3%	-2	-6	7%	15%	4%
CCOCCCNC(=O)COc1ccc(OC)cc1	14%	-39%	1%	1	4	5%	6%	-3%
Cc1ccccc1NC(=O)c1sc(Cl)nc1-c1ccccc1	-27%	3%	0%	3	-2	-3%	?	8%
COc1ccc(OC)c(NC(=O)c2ccccc2NC(=O)c2ccco2)c1	-6%	17%	-19%	3	1	0%	8%	17%
O=C1CCN(Cc2ccc(O)cc2)CCN1[C@H](CO)c1ccccc1	-6%	-14%	-1%	9	-7	5%	23%	6%
C=CCn1c(=O)n(CCC#N)c(=O)n(CCC#N)c1=O	-11%	12%	-3%	-7	6	0%	-14%	5%
CCOC(=O)c1ccc(NC(=O)c2cc3c(n(-c4ccc(C)cc4)c2=O)CC(C)(C)CC3=O)cc1	-8%	-14%	·	-1	·	·	-15%	·
NC(c1csc(Nc2cnccn2)n1)C1CCCCC1 (stereo not given)	-1%	-14%	?	-5	0	12%	?	6%
OCCN1CCN(c2cc(-c3ccc(CO)cc3)nc3ccnn23)CC1	-18%	-13%	-10%	-7	?	2%	13%	6%
NC(=O)C1CCN(C2=C(NS(=O)(=O)c3ccccc3)C(=O)c3ccccc3C2=O)CC1	-17%	15%	-11%	-2	-26	-12%	-21%	11%
CCOC(=O)COc1nc(N(C)C)nc(N(C)C)n1	30%	-4%	6%	3	16	7%	27%	4%
CCC(=O)Nc1nnc(SCCN2CCOCC2)s1	9%	-33%	-2%	5	13	5%	5%	8%
Cc1cccc(C)c1NC(=O)CNC(=O)Cc1ccc(Br)cc1	4%	3%	2%	-6	-1	1%	-2%	-5%
COc1oc(-c2ccccc2)nc1C(F)(F)F	4%	-12%	-5%	-2	12	5%	1%	-1%
CC1(C)C2CCC1(C)C(NC(=O)CCN1CCCCC1)C2 (stereo not given)	3%	14%	-2%	-30	-27	-1%	-22%	5%
COc1ccc(NC(=O)c2ccc(NC(=O)CN3CCN(c4ccccc4OC)CC3)cc2)cc1	-5%	17%	-3%	-10	?	-4%	18%	4%
O=[N+]([O-])c1ccc(/C=N/NC2=NS(=O)(=O)c3ccccc32)cc1	-2%	4%	-2%	-20	?	1%	5%	12%
CSC1=N/C(=C\C=C\c2cccs2)C(=O)S1	-24%	26%	-62%[inhibitor]	1	-21	-5%	-28%	11%
CCCCn1c(N)c(N(CCOC)C(=O)CC2CCCCC2)c(=O)[nH]c1=O	1%	7%	0%	-11	-10	19%	-16%	14%
Cc1ccc(CCNC(=O)c2ccc(CS(=O)(=O)c3ccc(Cl)cc3)o2)cc1	-8%	-15%	·	-15	·	·	0%	·
COc1ccc(NC(=S)NCCN2CCOCC2)cc1	1%	-17%	-1%	4	1	2%	23%	2%
COCCCNC(=O)c1ccc(Cn2c(=O)c3ccccc3n(CC(=O)NCc3ccco3)c2=O)cc1	·	17%	0%	0	0	2%	7%	2%
COc1cccc(/C=C/c2nc(C#N)c(NC3CCCCC3)o2)c1	-21%	0%	·	1	·	·	14%	·
CCC(C)/C(C)=N/NC(=O)C1COc2ccccc2O1 (stereo not given)	-5%	-7%	-1%	18	-7	2%	19%	8%
O=C1CSC(=Nc2ccc(Cl)cc2)N1	-17%	2%	1%	-14	20	8%	-21%	5%
CCOc1ccc(S(=O)(=O)Nc2ccc(-c3ccc(N4CCCC4)nn3)cc2)cc1	-5%	-11%	·	-5	·	·	-2%	·
Cc1cccc(C(=O)Nc2nnc(S(=O)(=O)N(C)Cc3ccc(Cl)cc3)s2)c1	4%	10%	·	3	·	·	14%	·
O=C(NCC1CCCO1)c1cc2c([nH]c3ccccc32)c(-c2cccc(Cl)c2)n1 (stereo not given)	-17%	?	0%	-17	18	-3%	20µM*	1%
Cc1ccc(C)c(N2CCN(C(=O)c3cnc4c(-c5ccccc5)c(C)nn4c3C)CC2)c1	2%	7%	·	17	·	·	14%	·
COC(=O)c1ccc2c(=O)n(CCCCCC(=O)NCc3ccc4c(c3)OCO4)c(=O)[nH]c2c1	16%	19%	0%	16	37	1%	-21%	-3%
CCN1CCN(C(=O)CSc2ccc(C)cc2)CC1	-1%	-12%	?	-1	-7	8%	-25%	8%
O=C(CCc1c[nH]c2ccccc12)NCc1cccc(Cl)c1	-27%	20%	18%	-14	-1	-5%	-23%	10%
C(=N\Nc1ccccc1)/c1ccc(N2CCOCC2)cc1	-4%	29%	-1%	-10	-14	5%	-17%	15%
COc1cc(SC)ccc1C(=O)N(CC(=O)Nc1ccccc1Br)Cc1ccco1	9%	35%	-4%	-5	0	-8%	-22%	3%
COc1cccc(CNC(=O)c2cccc(N3CCCS3(=O)=O)c2)c1	2%	10%	·	9	·	·	14%	·
CCCCCCCCCC1NC(C(=O)O)Cc2c1[nH]c1ccccc21 (stereo not given)	14%	7%	-5%	-3	-12	-5%	-2%	8%
O=[N+]([O-])c1cccc(NC(=S)NCCc2ccccc2)c1	8%	·	-10%	-25	-71*	-11%	3%	6%
CC(=O)Nc1ccc(Nc2cc(C)nc3c(-c4ccccc4)cnn23)cc1	-55%[inhibitor]	0%	3%	-8	2	-12%	?	0%
COc1ccc(N2CCN(CC(=O)c3ccc(O)c(C)c3O)CC2)cc1	·	11%	2%	-2	-11	-2%	-4%	14%
Cc1ccc(C)c(OCc2cc(C(=O)NC(C)c3cnn(C)c3)no2)c1 (stereo not given)	5%	13%	-10%	6	11	-11%	?	4%
Cc1ccc(N2CC(O)=C(c3ccccc3)C2=N)cc1	-9%	18%	4%	0	6	-7%	14%	-9%
CC(=O)Nc1ccc(S(=O)(=O)N2CCC(NC(=O)C(Cc3ccc(C)cc3)NC(C)=O)CC2)cc1 (stereo not given)	0%	9%	3%	3	1	-2%	-9%	2%
CSc1nnc(-c2cccc(C)c2)n1N	13%	-9%	5%	3	12	-1%	5%	3%
Cc1ccc(Cl)cc1NC(=O)CSc1nccn1C	0%	-10%	·	-17	·	·	4%	·
Cc1ccc(Nc2c(-c3ccc(N4CCOCC4)cc3)nc3ccc(Cl)cn23)cc1	-15%	1%	-2%	1	·	·	-4%	·
Cc1ccc2c(c1)N(Cc1ccc([N+](=O)[O-])cc1)C=NS2(=O)=O	5%	7%	7%	0	-23	4%	-7%	13%
O=C1CC(C(=O)Nc2ccc(Cl)cc2)n2ncnc2N1 (stereo not given)	-10%	15%	-6%	4	7	5%	28%	5%
CCOC(=O)N1CCN(C(=O)Cc2ccccc2[N+](=O)[O-])CC1	2%	-10%	-6%	0	2	6%	2%	20%
O=C(Nc1ccccn1)c1ccc(C(=O)Nc2ccccn2)cc1	9%	-28%	-5%	-12	9	6%	-8%	-2%
Cc1ccc(NC(=O)Cn2c(CCC(=O)O)ccc2-c2ccc(Cl)cc2)cc1	10%&18%	17%&2%	11%	4&4	7	-8%	21%&28%	-8%
O=C1CC(N2CCOCC2)C(=O)N1c1ccc(Cl)cc1 (stereo not given)	-7%	-5%	-17%	-14	-12	5%	?	11%
COc1ccc2oc(C(=O)OCC(=O)NC3CCCCC3)c(C)c2c1	1%	31%	-2%	3	-1	-6%	22%	0%
c1ccc(CCNc2cc(-c3ccc4ccccc4c3)nc3ccnn23)nc1	6%	4%	-5%	-14	-15	-5%	20%	15%
Cn1c(N)c(N2CCN(c3ccccc3)CC2)c(=O)[nH]c1=O	-3%	29%	1%	-1	-19	6%	-26%	7%
COc1cccc(CNC(=O)c2ccc(NC(=O)N3CC(C)Sc4ccccc43)cc2)c1 (stereo not given)	-3%	-9%	·	-6	·	·	21%	·
Cc1oc(-c2ccccc2)nc1CNC(=O)Nc1ccccc1	1%	0%	·	5	·	·	0%	·

A run of entries taken from the entries so far, for reference:
SMILES	Abeta rescue	FUS suppressor	aSyn yeast inh	DRD3 agonist	D3 antag	EPAC2 antagonist	TDP43 rescue	EPAC2 agonist
Cc1ccc(NC(=O)Cn2c(CCC(=O)O)ccc2-c2ccc(Cl)cc2)cc1	10%&18%	17%&2%	11%	4&4	7	-8%	21%&28%	-8%
O=C1CC(N2CCOCC2)C(=O)N1c1ccc(Cl)cc1 (stereo not given)	-7%	-5%	-17%	-14	-12	5%	?	11%
COc1ccc2oc(C(=O)OCC(=O)NC3CCCCC3)c(C)c2c1	1%	31%	-2%	3	-1	-6%	22%	0%

Following part
SMILES	Abeta rescue	FUS suppressor	aSyn yeast inh	DRD3 agonist	D3 antag	EPAC2 antagonist	TDP43 rescue	EPAC2 agonist
O=C(/C=C/c1ccc2c(c1)OCO2)NCCSCc1c(Cl)cccc1Cl	-13%	·	9%	-8	?	9%	18%	1%
CCN(CC)CCN(C(=O)CCOc1ccccc1)c1nc2ccc(F)cc2s1	5%	-2%	-3%	-13	-26	-9%	-7%	6%
O=C(NCc1ccco1)c1ccc2c(=O)n(CCC3=CCCCC3)c(=O)[nH]c2c1	10%	16%	-6%	-2	37	3%	4%	2%
CCOC(=O)c1cc2oc(C(c3nnnn3C3CCCCC3)N3CCOCC3)cc2[nH]1 (stereo not given)	23%	?	4%	1	0	-16%	12%	-3%
CC(=O)N1CCN(C(=O)CNC(=O)c2ccc(C)s2)CC1	1%	-10%	-3%	8	20	-8%	1%	-6%
Oc1ccc(/C=N/Nc2cccc3cccnc23)c(O)c1	-25%	-2%	-22%	1	-22	0%	-4%	11%
COc1ccc(C(=O)Nc2nnc(-c3ccccc3)o2)cc1OC	4%	11%	1%	-5	66	3%	21%	6%
O=C(Cn1nnnc1CN1CCOCC1)N1CCC(c2cccc(Cl)c2)C1 (stereo not given)	2%	·	7%	1	-2	1%	27%	11%
